Rtt109 HAT inh: inhibitors of C. albicans Rtt109/Vps75 HAT, primary screen, biochemical, ThioGlo CoA-SH fluorescence, plate reader. purified Rtt109/Vps75, 4 h. inhibition, % at 34.9 µM. hit rate 0.16% among 330,000;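 active means inhibition of at least 50% in every replicate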
Target sequence (Q5AAJ8 whole entry, looked up): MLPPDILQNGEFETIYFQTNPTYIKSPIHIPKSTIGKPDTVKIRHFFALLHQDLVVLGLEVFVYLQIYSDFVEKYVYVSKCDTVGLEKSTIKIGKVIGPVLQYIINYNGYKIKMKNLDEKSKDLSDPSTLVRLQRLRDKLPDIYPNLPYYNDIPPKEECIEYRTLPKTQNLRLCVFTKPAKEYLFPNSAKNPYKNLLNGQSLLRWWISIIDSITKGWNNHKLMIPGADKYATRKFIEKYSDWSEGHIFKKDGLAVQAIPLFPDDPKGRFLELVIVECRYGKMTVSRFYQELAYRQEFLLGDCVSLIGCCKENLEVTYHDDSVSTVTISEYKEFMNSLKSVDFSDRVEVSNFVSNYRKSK
Keap1 Nrf2 FP: Keap1-Nrf2 protein-protein interaction inhibitors, primary screen, biochemical, fluorescence polarization, single point; Keap1 Kelch-Nrf2 peptide fluorescence polarization, 1536-well; hit rate 0.15% among 340,000; inhibition, % at 9.4 µM; Kelch-like ECH-associated protein 1 (Homo sapiens), Q14145; in the data active means inhibition above about 12%;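 further: human Keap1 Kelch domain with fluorescein labeled Nrf2 9mer peptide probe; 0% = neutral control wells and 100% = peptide positive control; higher means more block of Keap1 binding to Nrf2 peptide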
PKA-R2B activ: activators of PKA-R2B holoenzyme, primary screen, biochemical, fluorescence polarization, Cy5-IP20, human; AID 504700, 2011; PKA-R2B holoenzyme dissociation; R2B truncated from residue 108, S112A mutant; 0% DMSO only, 100% 113 µM cGMP; hit rate 0.079% among 340,000; activation, % at 11.4 µM;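 active means activation above a cutoff set at the mean over all compounds plus 3 SD, cut at about 18% in these data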;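 further: higher means more holoenzyme dissociation and a rise in polarization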
Target sequence (P31323 whole entry, looked up, other chains not shown, the tested form may be a part): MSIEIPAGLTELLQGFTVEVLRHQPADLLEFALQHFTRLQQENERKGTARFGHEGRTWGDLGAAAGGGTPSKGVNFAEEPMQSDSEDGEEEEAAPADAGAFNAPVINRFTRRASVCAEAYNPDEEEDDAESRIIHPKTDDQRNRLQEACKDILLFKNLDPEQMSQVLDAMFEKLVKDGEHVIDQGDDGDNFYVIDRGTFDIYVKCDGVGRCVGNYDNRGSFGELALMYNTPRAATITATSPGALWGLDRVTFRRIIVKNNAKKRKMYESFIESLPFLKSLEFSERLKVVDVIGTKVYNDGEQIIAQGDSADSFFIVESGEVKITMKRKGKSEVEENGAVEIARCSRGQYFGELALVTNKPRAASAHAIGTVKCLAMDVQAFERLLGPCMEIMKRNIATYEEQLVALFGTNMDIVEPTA
RTF Ca sens inh: cardiac RTF calcium sensitivity inhibitors, primary screen, biochemical, IANBD-TnC fluorescence, EC70 calcium; AID 493244, 2011; Troponin I, cardiac muscle (Homo sapiens) + Troponin T, cardiac muscle (Homo sapiens) + …; inhibition, % at 7.15 µM; hit rate 0.12% among 340,000; IANBD-labeled cardiac RTF, Ca2+ fluorescence;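 active means inhibition above the mean inhibition of all tested compounds plus 3 SD, cut at about 17% in these data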;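 further: assay run at fixed EC70 calcium of 1.6 mM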
C-LANA FP: inhibitors of KSHV C-LANA binding to DNA, primary screen, biochemical, fluorescence polarization, FAM-LBS DNA, MBP-C-LANA, single point | Kaposi's sarcoma herpesvirus LANA C-terminal domain (residues 932-1162) DNA binding | inhibition, % at 9 µM | hit rate 0.078% among 340,000;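 active means highest replicate inhibition at or above 60% at 9 µM, even if other replicates fall short; inactive means all replicates below 60% inhibition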;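 further: 0% = neutral control wells and 100% = 4 µM acridine orange control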
CAL PDZ FP-1: CAL PDZ peptide-binding inhibitors, primary screen, biochemical, fluorescence polarization, Cer-tagged CAL PDZ, HTS; Golgi-associated PDZ and coiled-coil motif-containing protein (Homo sapiens), Q9HD26; purified CAL PDZ, TMR-peptide fluorescence polarization, 1 h; inhibition, % at 20 µM; hit rate 0.02% among 330,000; AID 504414, 2011;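 active means highest replicate inhibition of at least 40%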;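 further: plate controls were DMSO neutral control wells for no effect and unlabeled competitor peptide control wells for full effect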
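Read-out basis: mP drop reported as inhibition | Assay system: Tagged CAL PDZ protein CerCALP, purified | Benchmarks: Unlabelled peptide for full inhibition, DMSO wells as neutral | Schedule: 1 h incubation at room temperature before polarization reading | Buffer or medium: Sodium phosphate/NaCl buffer pH 7.4 with TCEP, IgG, Thesit | Doses: Single point, 20 µM | Measured by: Fluorescence polarization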
DAGLB inh: DAGLB lipase inhibitors, primary screen, biochemical, fluorescence, HTS; Diacylglycerol lipase-beta (Homo sapiens), Q8NCG7; HEK293T DAGLB membrane lysate, EnzChek fluorogenic substrate; inhibition, % at 5.17 µM; hit rate 0.059% among 340,000; AID 504411, 2011; in the data active means inhibition above about 34%;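 further: 0% = enzyme with vehicle and 100% = wells lacking enzyme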
SR-BI uptake up: activators of SR-BI mediated DiI-HDL uptake, primary screen, ldlA[mSR-BI] CHO cells, DiI fluorescence. 3 h; 100 = double the neutral-control signal. activation, % at 12.5 µM. AID 504775, 2011. hit rate 0.096% among 320,000;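 active means mean replicate activation of at least 60% and every replicate at or above 60%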;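 further: 0% = median plate neutral-control signal and 100% = twice that signal; values of inactives mirror those of a sister screen read the other way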
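Assay system: CHO ldlA[mSR-BI] cells, LDL receptor-null, SR-BI overexpressing; medium: Ham's F12 with 0.5% BSA, HEPES 25 mM, pH 7.4; also added: DiI-HDL 10 µg/mL; timing: 3 h uptake period with compound, 37 °C; signal: DiI fluorescence, bottom read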
cardiac RTF act: cardiac RTF calcium sensitivity activators, primary screen, biochemical, IANBD-TnC fluorescence, EC20 calcium; AID 493008, 2010; Troponin I, cardiac muscle (Homo sapiens) + Troponin T, cardiac muscle (Homo sapiens) + …; IANBD-labeled TnC RTF fluorescence at EC20 calcium; 0% EC20 calcium, 100% full calcium; hit rate 0.24% among 340,000; activation, % at 7.2 µM;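 active means activation above the mean over all tested compounds plus 3 SD, cut at about 30% in these data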;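 further: rise in fluorescence read as greater calcium sensitivity of cardiac thin filaments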
CAL PDZ FP-2: untagged CAL PDZ binding inhibitors, primary screen, biochemical, fluorescence polarization, HTS | purified CAL PDZ, TMR-peptide fluorescence polarization, 1 h | inhibition, % at 24.9 µM | hit rate 0.92% among 300,000 | AID 602252, 2012;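 active means mean inhibition of at least 30% with at least half of replicates also reaching 30%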;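 further: 0% = DMSO neutral control and 100% = excess unlabeled competitor peptide PRC23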
* hit, by the source's call; . = no result given.

Compound	Rtt109 HAT inh	CAL PDZ FP-2	CAL PDZ FP-1	Keap1 Nrf2 FP	DAGLB inh	cardiac RTF act	C-LANA FP	RTF Ca sens inh	SR-BI uptake up	PKA-R2B activ
CCOC(=O)[C@@H]1[C@H]2COc3ccc(Br)cc3[C@@H]2N2C(=O)N(c3ccc(Br)cc3)C(=O)[C@]12C	-3.8	-1.8	-0.8	-3.0	-3.0	7.6	-0.7	-5.7	-19.6	-9.8
CCCC(=O)Nc1cc(S(=O)(=O)N2CCCCC2)ccc1N1CCOCC1	1.1	58.7*	0.1	5.1	-1.6	1.4	2.0	-1.4	16.3	-12.0
CC(C)Oc1ccc(CSC(=N)N)cc1	0.7	-4.7	-0.4	-5.7	-5.8	1.0	-1.0	-13.2	-10.1	-6.1
CCOC(=O)COn1c(=O)c[n+]([O-])c2ccccc21	0.2	0.4	0.5	-5.9	2.0	2.8	-1.0	-9.6	.	-5.0
Cc1cc(C)cc(NC(=O)Nc2ccc3c(c2)CCC3)c1	-0.4	-6.9	-1.7	-1.9	-6.3	-6.7	-0.6	6.0	-9.6	11.0
CC1Cc2nc(SCC(=O)Nc3ccc(F)cc3)n(C)c(=O)c2S1 (centres undefined)	6.9	-0.3	-0.2	-1.4	-0.8	-5.4	1.7	-0.1	-12.7	6.7
CC(C)CN(C(=O)c1ccc(N2CCCC2=O)cc1)c1c(N)n(Cc2ccccc2)c(=O)[nH]c1=O	-4.6	.	0.0	-7.1	-0.5	-5.7	-1.1	-4.8	19.4	2.4
O=C(CSc1nc(=O)n2ccccc2n1)NC1CCCCC1	-3.1	.	-2.4	-0.8	6.9	-4.6	0.2	-4.2	-2.6	-0.1
CCOC(=O)C1=C(C)NC2=C(C(=O)CCC2)C1c1cccnc1 (centres undefined)	-55.1	1.5	-2.5	3.7	-3.8	0.0	-1.4	-24.4	3.6	-2.9
CCOC(=O)c1cc2c(ccn2C)n1CC(=O)Nc1ccc(F)cc1	16.4	0.0	-0.2	3.4	-1.0	5.3	-0.3	4.6	18.3	4.8
CCOc1ccc(C(C)=O)cc1CSc1nc(C)cc(C)n1	15.5	3.2	0.6	-6.2	-2.6	-2.4	-1.0	2.2	-60.5	6.2
CCOCCCNc1c(CC)c(C)c(C#N)c2nc3ccccc3n12	-4.8	-2.4	0.2	-3.1	-4.1	4.6	-0.5	-5.6	-3.9	-5.0
O=C(CC1C=Cc2ccccc2N1C(=O)c1ccccc1)c1ccccc1 (centres undefined)	2.1	-7.9	1.1	6.3	-10.4	-1.4	0.3	-4.4	-4.1	-13.5
O=C(Nc1ccccc1N1CCOCC1)C1=NN(c2c(F)c(F)cc(F)c2F)C(=O)CC1	-5.3	-2.5	-1.1	-3.6	-14.1	-0.2	1.1	-3.5	6.7	-3.2
Cc1sc(NC(=O)c2cccs2)c(C(N)=O)c1C	.	0.0	-2.5	-2.2	0.5	9.3	-0.3	-2.0	-0.5	-1.0
O/N=C1/C2C3CC4C5C3C1C5C1(OCCO1)C42 (centres undefined)	-2.5	-3.3	.	-3.3	-0.9	-6.8	-1.5	-2.6	20.5	-3.1
O=C(/C=C/c1cn(-c2ccccc2)nc1-c1ccc2c(c1)OCCO2)NCCO	-0.7	7.3	.	-4.0	-0.7	5.2	-0.2	-14.5	9.2	-5.3
Cc1cc(C)c(S(=O)(=O)NCC(=O)NCc2ccccn2)c(C)c1	-7.0	-3.4	-3.7	1.0	-1.8	7.0	0.2	-6.1	12.5	-0.9
CC(C)N(CCC(=O)c1ccc2ccccc2c1)Cc1ccccc1	-13.3	-1.9	-0.7	-34.4	7.5	10.3	1.2	-8.0	-0.4	6.1
CC[C@]1(C(=O)OC)[C@H]2C(=O)N(C)C(=O)[C@H]2[C@H]2CN=C(SCC3CC3)N21	-2.5	-2.9	-0.6	0.1	0.7	-0.3	1.1	-7.0	4.8	-4.3
COc1ccc(C(=O)Nc2ccccc2C(N)=O)cc1	-9.2	-6.4	-3.0	-6.8	-2.8	5.6	2.7	-6.5	43.3	-4.2
CS(=O)(=O)Nc1ccc(C(=O)N2CCN(c3ccccc3F)CC2)cc1	4.2	.	0.3	0.6	-1.9	4.6	0.6	-4.9	9.9	4.6
CNCc1ccccc1OCc1ccccc1F	-0.5	-2.3	-3.0	0.7	-1.2	2.2	-0.9	-2.6	1.5	-2.3
Cc1ccc(NC(=O)c2ccc3c(SCC(=O)O)c4c(nc3c2)CCCC4)c(Br)c1	-12.5	.	-1.5	-3.4	3.3	2.7	-0.4	-6.2	10.5	-2.2

Some of the entries above in another layout:
Values run as follows: Rtt109 HAT inh, CAL PDZ FP-2, CAL PDZ FP-1, Keap1 Nrf2 FP, DAGLB inh, cardiac RTF act, C-LANA FP, RTF Ca sens inh, SR-BI uptake up, PKA-R2B activ
CCOC(=O)[C@@H]1[C@H]2COc3ccc(Br)cc3[C@@H]2N2C(=O)N(c3ccc(Br)cc3)C(=O)[C@]12C
 : -3.8, -1.8, -0.8, -3.0, -3.0, 7.6, -0.7, -5.7, -19.6, -9.8
CCCC(=O)Nc1cc(S(=O)(=O)N2CCCCC2)ccc1N1CCOCC1
 : 1.1, 58.7*, 0.1, 5.1, -1.6, 1.4, 2.0, -1.4, 16.3, -12.0
CC(C)Oc1ccc(CSC(=N)N)cc1
 : 0.7, -4.7, -0.4, -5.7, -5.8, 1.0, -1.0, -13.2, -10.1, -6.1
CCOC(=O)COn1c(=O)c[n+]([O-])c2ccccc21
 : 0.2, 0.4, 0.5, -5.9, 2.0, 2.8, -1.0, -9.6, ., -5.0
Cc1cc(C)cc(NC(=O)Nc2ccc3c(c2)CCC3)c1
 : -0.4, -6.9, -1.7, -1.9, -6.3, -6.7, -0.6, 6.0, -9.6, 11.0
CC1Cc2nc(SCC(=O)Nc3ccc(F)cc3)n(C)c(=O)c2S1 (centres undefined)
 : 6.9, -0.3, -0.2, -1.4, -0.8, -5.4, 1.7, -0.1, -12.7, 6.7
CC(C)CN(C(=O)c1ccc(N2CCCC2=O)cc1)c1c(N)n(Cc2ccccc2)c(=O)[nH]c1=O
 : -4.6, ., 0.0, -7.1, -0.5, -5.7, -1.1, -4.8, 19.4, 2.4

Continued.
Compound	Rtt109 HAT inh	CAL PDZ FP-2	CAL PDZ FP-1	Keap1 Nrf2 FP	DAGLB inh	cardiac RTF act	C-LANA FP	RTF Ca sens inh	SR-BI uptake up	PKA-R2B activ
Cc1cc(C(=O)COC(=O)/C=C/c2cccc(F)c2)c(C)n1C	1.6	-2.0	-1.6	-6.7	-5.0	3.7	1.4	-4.7	5.7	-0.7
Nc1cc2c(cc1Cl)-c1ccc([N+](=O)[O-])cc1C2=NO	2.3	-1.5	-0.1	-5.6	18.0	-4.5	1.3	-11.2	-24.1	-5.8
O=C(Cc1cccc(NC(=O)C2CCN(C(=O)C3CCCC3)CC2)c1)Nc1cccc(C(=O)N2CCOCC2)c1	1.3	-5.9	1.0	-5.4	1.5	-5.0	-2.2	-0.8	-23.6	7.2
CC(C)Nc1nc(-c2ccncc2)nc(-c2ccccc2)c1C#N	-2.0	-1.2	-0.3	-1.7	0.8	-1.1	1.7	-0.6	-33.0	-3.0
C#CCN(CC=C)C(=O)c1ccc2nc(C3CCCCC3)oc2c1	2.0	-3.2	-0.1	2.5	-3.4	-0.1	-0.2	-1.2	-0.8	-4.0
Cc1nnc2sc(SCC(=O)Nc3nccs3)nn2c1=O	-18.8	-3.7	-2.2	-0.7	-1.9	-3.0	-1.7	-5.1	-49.1	6.8
CCN1C(=O)[C@H]2[C@@H](c3ccc(C)cc3)N3C(=O)N(c4ccccc4)C(=O)[C@@]3(Cc3ccc(Cl)cc3)[C@H]2C1=O	-13.2	1.8	0.6	-4.2	-3.8	1.8	-1.9	-6.4	28.2	-0.5
Cc1cccc(N(C(=O)c2csnn2)C(C(=O)NCc2ccccc2)c2cccs2)c1 (centres undefined)	-1.4	-1.6	-0.7	-4.4	1.4	-0.8	0.7	-3.5	.	-7.4
CCc1cc2c(=O)c(-c3nc4ccccc4n3C)c(C)oc2c(CN(CC)CC)c1O	-11.5	-2.0	-1.1	-7.1	-0.4	15.2	0.6	6.7	.	-4.8
CCOC(=O)C1CCN(S(=O)(=O)c2cc(Br)cc3c2N(C(=O)C2CC2)CC3)CC1	-3.3	-1.8	-0.2	-3.1	-6.5	0.0	-0.4	-11.4	0.0	-5.3
CCOC(=O)C1=C(c2ccccc2)c2ccccc2N(S(=O)(=O)C(F)(F)F)C1C(=O)OCC (centres undefined)	-0.9	-4.6	0.0	-5.6	-4.0	3.3	-0.6	-4.2	4.9	-0.5
CCOc1ccc(NCc2nnc(SCC(=O)Nc3cc(C)on3)n2-c2ccccc2OC)cc1	27.6	0.0	-3.3	-2.9	1.6	0.7	-1.7	-0.3	-18.1	3.4
COc1ccc([C@@H]2[C@@H]3C(=O)N(C(C)(C)C)C(=O)[C@@H]3[C@]3(Cc4ccccc4)C(=O)N(c4cccc(Cl)c4)C(=O)N23)cc1	2.6	-0.8	-0.6	0.7	-6.4	-5.5	2.2	-7.7	7.3	-4.9
O=C(CC1C[C@H](C(=O)N2CCCCC2)[C@@]2(CCc3ccccc3)c3[nH]c4ccccc4c3CCN2C1=O)NCc1ccco1 (some centres undefined)	2.5	-0.7	-0.8	-2.0	-2.6	-3.5	0.5	-8.9	4.2	-3.3
Cc1nnc(SCCN2C(=O)c3ccccc3C2=O)nc1C	0.3	3.9	0.7	1.5	-0.1	-3.9	-1.8	2.1	6.3	1.2
CCCCc1ccc(NS(=O)(=O)c2cccc(C(=O)N3CCCN(C)CC3)c2)cc1	14.4	-6.0	-0.6	-2.3	-0.3	0.2	0.1	8.2	5.9	3.6

Bioassay records: PubChem BioAssay, several laboratories
